# ssDAF12 agonist – S. stercoralis DAF-12 nuclear receptor activators, primary screen, cell-based, luminescence, HEK293, GRIP1 co-expression, lit1-tk-luc; Nuclear hormone receptor DAF-12 (Strongyloides stercoralis); activation, % at 6.8 µM; 370,000 compounds, 1% hits; HEK293 ssDAF-12/GRIP1 lit1-tk-luc reporter; % of 3 µM dafachronic acid response; AID 652126, 2013;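 active = activation above the mean over all tested compounds plus 3 SD, cut at about 0.9% in these data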;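 also: 0% = DMSO-only wells and 100% = 3 µM delta7-dafachronic acid wells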
# ADAM17 inh – ADAM17 inhibitors, primary screen, biochemical, QFRET; AID 720648, 2013; 370,000 compounds, 0.83% hits; inhibition, % at 6.95 µM; recombinant ADAM17, EDANS/DABCYL FRET peptide cleavage;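 active = inhibition above the mean of compounds lying between control limits plus 3 SD, set per campaign, cut at about 8.5% in these data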;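 also: 0% = DMSO-only wells as the low control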
# DAX1 inh-1 – DAX1 (NR0B1) inhibitors, primary screen, cell-based, HEK293, Gal4-DAX1, luciferase luminescence | Nuclear receptor subfamily 0 group B member 1 (Homo sapiens), P51843 | HEK293 Gal4-DAX1 luciferase reporter | inhibition, % at 6.75 µM | 340,000 compounds, 0.99% hits | AID 504766, 2011;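 active = inhibition above the mean over all tested compounds plus 3 SD, cut at about 4.2% in these data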;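 also: 0% = DAX1-transfected cells with DMSO and 100% = empty-vector control cells with DMSO; inhibition shows as a rise in luminescence from relieved DAX1 repression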
# Target sequence (P51843 207-470 limits assumed): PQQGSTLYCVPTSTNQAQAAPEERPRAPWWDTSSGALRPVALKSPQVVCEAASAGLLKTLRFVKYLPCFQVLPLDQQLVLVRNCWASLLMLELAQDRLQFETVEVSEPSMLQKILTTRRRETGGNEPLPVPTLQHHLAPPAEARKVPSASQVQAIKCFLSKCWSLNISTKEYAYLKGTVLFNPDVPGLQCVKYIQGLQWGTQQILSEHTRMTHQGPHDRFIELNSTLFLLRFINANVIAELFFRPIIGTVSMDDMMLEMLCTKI
# hcDAF12 agonist – H. contortus DAF-12 nuclear receptor activators, primary screen, cell-based, luminescence, HEK293, lit1-tk-luc reporter | HEK293 hcDAF-12 lit1-tk-luc reporter; 0% DMSO, 100% Δ7-dafachronic acid | activation, % at 6.8 µM | 370,000 compounds, 1.4% hits;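 active = activation above the mean of all tested compounds plus 3 SD, cut at about 5.5% in these data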;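 also: 100% = response to 3 µM Δ7-dafachronic acid high control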
# PLC-gamma1 inh – PLC-gamma1 enzyme inhibitors, primary screen, biochemical, fluorescence, purified enzyme | 1-phosphatidylinositol 4,5-bisphosphate phosphodiesterase gamma-1 (Homo sapiens), P19174 | fluorogenic substrate | inhibition, % at 12.2 µM | 370,000 compounds, 0.84% hits | AID 720700, 2013; in the data active = inhibition above about 9.5%
# DAX1 inh-2 – DAX1 (NR0B1) inhibitors on StAR promoter, primary screen, cell-based, luminescence, SF-1 (NR5A1), full-length DAX-1; HEK293T StAR-luciferase reporter, SF-1/DAX-1 repression relief; inhibition, % at 6.8 µM; 370,000 compounds, 1.1% hits; AID 652010, 2013;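 active = inhibition above the mean over all tested compounds plus 3 SD, cut at about 3.6% in these data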;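 also: 0% = DAX-1 cells with DMSO and 100% = cells lacking DAX-1 with DMSO; higher inhibition means more luminescence from relief of DAX-1 repression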
# hgDAF12 agonist – H. glycines DAF-12 receptor agonists, primary screen, cell-based, luminescence, HEK293, GAL4 fusion, UAS-luciferase; AID 687014, 2013; Nuclear hormone receptor DAF-12 (Heterodera glycines), GAL4 fusion; activation, % at 6.8 µM; 370,000 compounds, 1.8% hits; HEK293 GAL4-hgDAF12 UAS-luciferase reporter, agonist luminescence; normalized to butyrate control;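 active = activation above a cutoff set at the mean of all screened compounds plus 3 SD, cut at about 10% in these data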;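 also: 0% = DMSO wells and 100% = sodium butyrate wells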
# SMARCA2 activ – SMARCA2 (BRM) function activators, primary screen, cell-based, luminescence, high throughput; 370,000 compounds, 1% hits; MG213 cells, MMTV-luciferase reporter, dexamethasone, overnight; activation, % at 9.1 µM; in the data active = activation above about 7.8%;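 also: 0% = vehicle wells and 100% = reference activator wells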
# PLC-beta3 inh – human PLC-beta3 inhibitors, primary screen, biochemical, fluorescence | 1-phosphatidylinositol 4,5-bisphosphate phosphodiesterase beta-3 (Homo sapiens), Q01970 | Purified PLC-beta3, fluorogenic substrate | inhibition, % at 12.2 µM | 370,000 compounds, 0.18% hits; in the data active = inhibition above about 11%;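 also: 0% = median of compound wells on plate and 100% = full blocker control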
# Rev-erbA mod – modulators of Rev-erb alpha DNA binding, primary screen, biochemical, FITC-DNA, fluorescence polarization, uHTS; activity, % at 10 µM; Rev-erbα–FITC-DNA binding, 90 min; Nuclear receptor subfamily 1 group D member 1 (Homo sapiens), P20393; 370,000 compounds, 0.79% hits;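 active = activity above about 14%, limit read from the data; passing the limit was not always enough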;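 also: 0% = DMSO wells with 35 nM protein and 100% = DMSO wells with 750 nM protein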
# Target sequence (P20393 whole entry, looked up): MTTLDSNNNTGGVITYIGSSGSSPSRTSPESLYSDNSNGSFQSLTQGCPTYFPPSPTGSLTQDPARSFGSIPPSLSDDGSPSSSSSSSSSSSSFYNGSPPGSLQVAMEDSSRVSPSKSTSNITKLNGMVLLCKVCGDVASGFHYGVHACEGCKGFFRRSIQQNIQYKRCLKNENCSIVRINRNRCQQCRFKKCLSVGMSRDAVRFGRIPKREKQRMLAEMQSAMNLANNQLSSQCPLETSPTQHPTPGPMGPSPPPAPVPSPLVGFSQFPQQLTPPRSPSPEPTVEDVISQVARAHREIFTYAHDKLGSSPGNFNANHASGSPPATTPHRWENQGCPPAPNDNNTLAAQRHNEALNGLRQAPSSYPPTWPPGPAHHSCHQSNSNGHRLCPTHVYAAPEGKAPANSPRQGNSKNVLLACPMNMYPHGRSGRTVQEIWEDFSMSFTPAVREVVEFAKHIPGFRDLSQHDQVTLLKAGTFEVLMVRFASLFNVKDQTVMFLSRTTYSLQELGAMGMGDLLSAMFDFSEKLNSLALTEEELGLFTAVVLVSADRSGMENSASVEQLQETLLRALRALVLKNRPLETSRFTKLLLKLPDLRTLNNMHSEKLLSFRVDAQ
# MBD2 DNA inh – inhibitors of MBD2 binding to methylated DNA, primary screen, biochemical, TR-FRET, DNA-binding domain, human. Methyl-CpG-binding domain protein 2 (Homo sapiens), Q9UBB5. MBD2 binding to methylated oligonucleotide. inhibition, % at 4.4 µM. 370,000 compounds, 0.31% hits; in the data active = inhibition above about 13%
# * hit, by the source's call; i = inactive; . = no result given. Random draw from the library; overall some 7.4% were active at least once.
SMILES,ssDAF12 agonist,ADAM17 inh,DAX1 inh-1,hcDAF12 agonist,PLC-gamma1 inh,DAX1 inh-2,hgDAF12 agonist,SMARCA2 activ,PLC-beta3 inh,Rev-erbA mod,MBD2 DNA inh
O=c1c(Cl)c(N2CCN(c3ccc(F)cc3)CC2)cnn1C12CC3CC(CC(C3)C1)C2,-1.6,3,-0.3,-4.2,1,-0.8,-5.9,-2,0,-4,2
CCC1(c2ccc(F)cc2)NC(=O)N(CC(=O)Nc2cccc(S(=O)(=O)N3CCOCC3)c2)C1=O (stereo not drawn),-0.9,3,1.1,-2.1,-1,0.6,-4.0,0,-3,0,-9
Cc1cccc(-c2noc(-c3c(C)noc3C)n2)c1,-0.9,-1,.,0.2,1,0.6,-0.9,-3,-4,3,-2
COc1cc2c(cc1OC)CN(C(=O)c1ccc(S(=O)(=O)N(C)c3ccccc3)cc1)CC2,0.8,4,-1.6,0.1,0,-0.1,1.1,3,1,-3,-1
CNC(=O)c1ccc(N(Cc2ccccc2C)S(C)(=O)=O)cc1,-1.9,-6,-0.2,-1.5,-1,0.4,0.9,-1,2,1,4
CCN1CCN(Cc2nc(N)nc(Nc3ccc(C)c(C)c3)n2)CC1,-1.1,-4,0.8,0.1,-3,1.6,0.5,-2,0,-1,-1
CCCCN(CC)Cc1c(O)ccc2c3c(c(=O)oc12)CCC3,-1.6,i,-3.0,-1.6,i,-0.6,-0.9,-3,i,-9,3
Cc1cnc(C(=O)OCC(=O)NC(=O)c2ccccc2)cn1,-0.8,-6,1.5,0.4,3,0.6,-0.9,1,-3,-11,1
O=C(C1CCC(CNS(=O)(=O)c2cccs2)CC1)N1CCCCC1 (stereo not drawn),-1.3,5,-0.2,-2.2,6,0.4,-2.5,-2,16*,-1,-3
COc1cccc(/C=C2\SC(N3CCC(C)CC3)=NC2=O)c1OC,-0.8,-1,0.7,1.0,-359,0.2,-0.1,-2,-483,-12,0
CC(NC(=O)CCN1C(=O)c2ccccc2C1=O)c1ccc2c(c1)CCCC2 (stereo not drawn),-0.9,0,-0.6,0.9,-1,-0.3,-1.3,-2,3,-7,4
COc1ccc(C2c3[nH]c4ccccc4c3C[C@H]3C(=O)N(CCCO)CC(=O)N23)cc1OC (stereo partly drawn),-1.4,1,-0.1,-1.7,-1,-0.2,1.0,-2,-60,3,2
CC(CCc1ccccc1)NC(=O)CCNC(=O)Cn1ccc2ccccc2c1=O (stereo not drawn),-1.6,-5,-0.3,-1.5,-2,0.7,4.2,-4,-3,1,3
COc1ccccc1NC(=O)c1nnn(CC(=O)Nc2cc(C)cc(C)c2)c1N,-0.7,-35,-0.3,-2.4,-6,0.2,-1.2,4,-28,-3,4
COc1ccc(-c2nc3ccccc3c(=O)n2CCOc2ccc(C)cc2C)cc1,-0.3,-1,0.2,2.1,2,0.6,1.3,-1,2,7,0
O=C(CSc1nnc(-c2cccc(F)c2)o1)NC1CCCC1,-0.8,-4,-0.7,-0.8,1,1.2,1.5,-1,-7,1,0
CCNC(=O)C(CCSC)NS(=O)(=O)c1ccc(C)cc1 (stereo not drawn),-0.5,-3,-1.0,4.7,1,0.5,1.4,-1,-4,3,4
O=C(CN1C(=O)COc2ccccc21)NCCCN1CCN(Cc2ccccc2)CC1,-0.6,-1,0.8,-0.2,0,1.1,0.3,1,4,-1,6
O=C1NC(=S)N/C1=C/c1cccn1-c1ccc([N+](=O)[O-])cc1,-1.3,-1,-0.1,1.5,1,-0.8,-3.5,-3,0,-8,-4
COc1cc(NC(=O)COC(=O)C2CC2)c(C)cc1[N+](=O)[O-],-1.9,-5,-0.7,-0.2,4,-0.8,-0.7,0,5,-1,3
Cc1ccc(S(=O)(=O)N2CCCCC2CCNC(=O)C(=O)NCC2CCCO2)cc1 (stereo not drawn),-0.5,-2,1.0,-1.6,-3,0.8,3.0,1,-4,5,0
COc1cccc(CNC(=O)CN2C(=O)c3ccccc3S2(=O)=O)c1,-1.1,-3,-1.2,0.0,2,-0.2,0.0,0,5,4,2
CC(C)(C)NC(=O)[C@@H](c1cccnc1)N(C(=O)c1ccco1)c1ccc(C(C)(C)C)cc1,-0.8,-6,.,-2.2,2,.,2.7,.,0,-1,2
O=C(NC1CCCC1)c1ccc(COCC(F)(F)F)o1,-1.8,-4,0.9,0.9,-2,-0.2,0.2,-2,-2,2,2
CN(C)C(=O)CCc1ccc2c3c([nH]c2c1)[C@]1(C)[C@@H](C(=O)N2CCOCC2)C[C@H](CC(=O)NCc2ccco2)C(=O)N1CC3,-0.8,-3,-0.7,0.4,-2,0.2,3.8,-3,1,-8,-1
O=S1(=O)CC(N2CCCCC2)CN1Cc1cn(Cc2ccc(C(F)(F)F)cc2)nn1 (stereo not drawn),-0.2,-1,.,-2.3,1,0.0,0.1,-2,4,1,-6
CCOC(=O)C(NC(=O)CC)(Nc1ccc(S(N)(=O)=O)cc1)C(F)(F)F (stereo not drawn),0.1,-3,2.3,0.1,1,0.0,1.6,2,-8,2,2
C/C(=N\NS(=O)(=O)c1ccc(Cl)cc1)c1ccc(NC(=O)c2ccco2)cc1,-0.4,-2,2.9,1.4,2,2.3,9.2,3,1,-8,3
CS(=O)(=O)Nc1cccc(C2=NN(S(C)(=O)=O)C(c3ccc4c(c3)OCO4)C2)c1 (stereo not drawn),-0.8,-3,2.1,3.4,-7,1.2,7.6,9.1*,-4,1,6
O=C(/C=C/c1ccccc1)NCCOc1ccccc1,-0.4,1,2.3,1.9,4,0.8,5.7,7.8*,0,3,-7
CCCC1CCC2(CC1)CCC2OC(=O)Nc1ccc(F)cc1 (stereo not drawn),-1.6,0,.,-2.1,1,.,2.5,.,1,4,0
Cc1ncn(C23CC4CC(CC(O)(C4)C2)C3)n1,-1.6,0,0.5,0.2,4,0.0,0.1,4,6,-1,-3
Cc1ccc(C)c(NC(=O)C2CC(=O)N(C3CCCCC3)C2)c1 (stereo not drawn),-1.1,-8,0.5,-0.9,-1,-0.2,-0.6,-6,-10,3,9
COc1cc(/C=N/Nc2nc(C)nc3c2cnn3-c2ccccc2)ccc1O,-2.7,-37,-4.5,-1.7,i,-5.1,-0.8,-4,i,4,7
Cc1ccc(-n2c(N)c(C(=O)Nc3c(C)n(C)n(-c4ccccc4)c3=O)c3nc4ccccc4nc32)cc1,-0.9,-19,0.6,1.7,-23,-0.1,-0.7,0,-23,3,4
Cc1cc(NC(=O)CSc2nc(=O)cc(N)n2-c2ccc(C)c(C)c2)no1,-0.8,-4,-0.1,-1.1,-1,1.3,-1.4,-1,-8,-2,-3
O=C(NC(=S)Nc1ccc(N2CCOCC2)cc1)c1ccc2c(c1)OCCO2,-0.5,-2,-1.2,-3.7,1,-0.9,-1.7,-5,3,2,2
CCC(c1nnnn1Cc1ccco1)N(CCc1ccccc1)Cc1cc2cccc(C)c2[nH]c1=O (stereo not drawn),-0.9,-1,-0.7,-0.6,-30,-0.9,0.3,0,-31,-2,0
CCCNC(=O)c1cc(C2CCCCN2C(=O)c2cc(OC)c(C)c(OC)c2)on1 (stereo not drawn),-1.8,2,.,-2.2,3,-1.1,0.5,-2,0,-1,0
COCCCNC(=O)C(C#N)c1nc2ccccc2nc1N1CCN(Cc2ccccc2)CC1 (stereo not drawn),-1.0,-8,-0.4,-0.1,-18,0.0,-0.6,1,-17,-2,2
CN(CC(=O)Nc1ccccc1Br)C(=O)c1ccccc1Cc1ccccc1,-1.5,1,-0.3,-1.8,-1,-0.4,-1.7,-3,-3,-1,-3
CCOC(=O)C(Cc1ccccc1)P(=O)(OCC)OCC (stereo not drawn),-1.6,-5,.,-1.1,1,.,1.7,.,3,-3,7
CCOc1nc(Nc2cc(Cl)ccc2OC)nc(OCC)n1,-1.5,1,0.6,-0.8,2,-0.5,-2.5,-3,4,-12,1
CCOC(=O)[C@]12CCCC=C1N(Cc1ccc(OC)cc1)C(=O)[C@@H]2CC(=O)NCCc1ccccc1OC,-0.9,2,.,-2.2,0,-2.6,-1.8,-4,2,-2,1
Cc1ccc(NC(=O)COc2cccc3c2OC(C)(C)C3)c(O)c1,-1.5,3,-0.2,-2.2,0,-0.5,-2.4,-2,-5,-1,4
O=C(NC1CCN(c2ncccn2)CC1)c1ccccc1Cl,-1.2,-18,0.8,-0.5,-15,-0.2,-1.0,-1,-31,-1,5
CCOC(=O)N1CCN(Cc2nc3c(c(=O)[nH]c(=O)n3C)n2CCCc2ccccc2)CC1,-1.5,-1,0.2,0.2,-3,-0.1,-1.4,7,-1,2,9

# Arranged by SMILES length (smallest number first): six of the compounds above
SMILES,ssDAF12 agonist,ADAM17 inh,DAX1 inh-1,hcDAF12 agonist,PLC-gamma1 inh,DAX1 inh-2,hgDAF12 agonist,SMARCA2 activ,PLC-beta3 inh,Rev-erbA mod,MBD2 DNA inh
CCOc1nc(Nc2cc(Cl)ccc2OC)nc(OCC)n1,-1.5,1,0.6,-0.8,2,-0.5,-2.5,-3,4,-12,1
Cc1ccc(C)c(NC(=O)C2CC(=O)N(C3CCCCC3)C2)c1 (stereo not drawn),-1.1,-8,0.5,-0.9,-1,-0.2,-0.6,-6,-10,3,9
O=C1NC(=S)N/C1=C/c1cccn1-c1ccc([N+](=O)[O-])cc1,-1.3,-1,-0.1,1.5,1,-0.8,-3.5,-3,0,-8,-4
CCOC(=O)N1CCN(Cc2nc3c(c(=O)[nH]c(=O)n3C)n2CCCc2ccccc2)CC1,-1.5,-1,0.2,0.2,-3,-0.1,-1.4,7,-1,2,9
CCC1(c2ccc(F)cc2)NC(=O)N(CC(=O)Nc2cccc(S(=O)(=O)N3CCOCC3)c2)C1=O (stereo not drawn),-0.9,3,1.1,-2.1,-1,0.6,-4.0,0,-3,0,-9
Cc1ccc(-n2c(N)c(C(=O)Nc3c(C)n(C)n(-c4ccccc4)c3=O)c3nc4ccccc4nc32)cc1,-0.9,-19,0.6,1.7,-23,-0.1,-0.7,0,-23,3,4
